PLAP activator – PLAP enzyme activators, biochemical, luminescence, HTS; Alkaline phosphatase, placental type (Homo sapiens), P05187; purified PLAP enzyme, luminescent substrate read-out; stronger effect = higher value; activation fold at 20 µM; actives 1.2% (n = 96,000); AID 696, 2007; in the data active = activation fold above about 2
MT1-MMP txn act – MT1-MMP promoter reporter activation – cell-based, luciferase luminescence, primary screen; HT1080 MT1-MMP promoter luciferase reporter, overnight; stronger effect = higher value; activation factor at 10 µM; actives 0.16% (n = 86,000); AID 750, 2007;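 active = activation factor of at least 2 for MT1-MMP transcription at 10 µM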
ERa SRC1 pot – enhancers of ERα–SRC-1 coactivator binding, primary screen, biochemical, TR-FRET, ERα LBD, low estradiol | Estrogen receptor (Homo sapiens), P03372 | TR-FRET ERalpha-LBD/SRC-Cy5 coactivator binding, 2 h; 100 = basal binding, no effect | coactivator binding (% of control), % at 25.6 µM | actives 1.3% (n = 86,000) | AID 639, 2007; in the data active = activity above about 200%;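 note: binding measured in presence of low estradiol as agonist stimulus; 0% = peptide alone without receptor and 100% = receptor with peptide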
CD11b adhes enh – enhancers of CD11b/CD18 adhesion to fibrinogen, primary screen, K562 cells, luminescence; Integrin beta-2 (Homo sapiens) + Integrin alpha-M (Homo sapiens), P05107+P11215; activation, % at 10 µM; ATPlite luminescence; AID 1499, 2009; actives 0.07% (n = 93,000);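 active = 10 µM primary screen giving 50% or more activity, confirmed by 40% or more on retest at that dose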; note: strong numbers were not always called active; reference of the scale not given here
Target sequence (P05107 whole entry, looked up, other chains not shown): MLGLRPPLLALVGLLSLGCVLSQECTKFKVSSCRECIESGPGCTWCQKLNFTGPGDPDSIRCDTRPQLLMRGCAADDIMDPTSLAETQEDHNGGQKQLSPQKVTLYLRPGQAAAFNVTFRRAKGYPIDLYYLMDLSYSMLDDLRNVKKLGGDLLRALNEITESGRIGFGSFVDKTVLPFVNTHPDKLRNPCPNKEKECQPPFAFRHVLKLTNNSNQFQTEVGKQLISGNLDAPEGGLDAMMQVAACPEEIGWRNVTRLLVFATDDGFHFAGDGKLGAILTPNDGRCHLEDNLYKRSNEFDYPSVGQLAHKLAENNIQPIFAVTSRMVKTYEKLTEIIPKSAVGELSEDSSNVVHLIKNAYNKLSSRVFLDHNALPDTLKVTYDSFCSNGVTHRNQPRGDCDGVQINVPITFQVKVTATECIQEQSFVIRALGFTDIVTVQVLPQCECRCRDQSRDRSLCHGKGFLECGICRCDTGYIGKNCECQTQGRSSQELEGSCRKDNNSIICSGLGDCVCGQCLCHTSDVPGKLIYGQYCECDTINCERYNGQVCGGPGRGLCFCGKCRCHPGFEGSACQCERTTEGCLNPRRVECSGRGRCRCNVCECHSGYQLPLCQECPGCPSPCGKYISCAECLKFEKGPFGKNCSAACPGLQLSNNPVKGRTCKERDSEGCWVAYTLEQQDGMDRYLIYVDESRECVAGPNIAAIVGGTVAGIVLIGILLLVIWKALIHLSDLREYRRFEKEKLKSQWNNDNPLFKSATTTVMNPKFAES
CD11b adhes inh – inhibitors of CD11b/CD18 adhesion to fibrinogen, primary screen, K562 cells, luminescence. ATPlite luminescence; Mn2+ added to activate the integrin. inhibition, % at 10 µM. actives 0.54% (n = 93,000). AID 1497, 2009;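 active = primary inhibition of 50% or more at 10 µM, then 40% or more on retest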; note: some results filed as inactive read as strong as hits
ERa SRC1 inh – ERα–SRC-1 coactivator interaction inhibitors, primary screen, biochemical, TR-FRET, ERα LBD, estradiol-bound | Estrogen receptor (Homo sapiens), P03372 | TR-FRET ER-alpha LBD / SRC-1 peptide | inhibition, % at 25.6 µM | actives 1.7% (n = 86,000) | AID 629, 2007; in the data active = inhibition above about 50%;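 note: 0% = receptor plus peptide control and 100% = peptide only without receptor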
Ecoli WT expand – growth inhibitors of wild-type E. coli, primary screen, strain BW25113, expanded library, OD600. actives 0.15% (n = 98,000). OD600 absorbance. growth inhibition, % at 100 µM;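 active = growth inhibition above about 50% at one test dose, limit read from the data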;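 note: growth measured after 20 h incubation at 37 °C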
ERb SRC1 inh – inhibitors of ERβ-SRC1 coactivator interaction, primary screen, biochemical, TR-FRET, ERβ LBD, SRC-1 peptide | inhibition, % at 25.6 µM | Estrogen receptor beta (Homo sapiens), Q92731 | actives 1.3% (n = 86,000) | TR-FRET ER-beta LBD / SRC1-Cy5 peptide binding; receptor agonist-loaded with 1 µM estradiol;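 active = compounds whose percent inhibition of the receptor-coactivator binding signal exceeds about 50% in the single-dose screen, limit read from the data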;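 note: 0% = receptor plus peptide wells without compound and 100% = peptide-only wells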
FAK blocker – FAK kinase inhibitors, primary screen, biochemical; biochemical FAK kinase activity assay; inhibition, %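 (tested at 7 µM)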; actives 0.84% (n = 97,000); in the data active = inhibition above about 19%;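 note: 0% = DMSO and 100% = reference compound high control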
An asterisk follows results filed as active; . = not tested or not shown; [ ] = remark or other dose.

SMILES | PLAP activator | MT1-MMP txn act | ERa SRC1 pot | CD11b adhes enh | CD11b adhes inh | ERa SRC1 inh | Ecoli WT expand | ERb SRC1 inh | FAK blocker
O=C(NC1CCS(=O)(=O)C1)c1c(NC(=O)C2COc3ccccc3O2)sc2c1CCCC2 (stereo unspecified) | 0.8 | 1.2 | 148[fluorescence artefact?] | 3 | -1 | 59* | 0 | 32[fluorescence artefact?] | 1
N#Cc1ccccc1NC(=O)CSc1nnc(-c2ccccc2O)n1-c1ccccc1 | 0.9 | 1 | 96[fluorescence artefact?] | 2 | 4 | 5 | -5 | 5 | 1
Cc1nc2cc(-c3ccc(F)cc3)nn2c(N2CCOCC2)c1C | 0.8 | 1.4 | 89 | 1 | 1 | -2 | . | -9 | .
Cc1c(NC(=O)CC(O)(C(F)(F)F)C(F)(F)F)c(=O)n(-c2ccccc2)n1C | 0.9 | 1.1 | 99 | 0 | -6 | 4 | -4 | -3 | 2
COc1ccc(NC(=O)c2cc(C(C)C)on2)c(OC)c1 | 1.2 | 1.5 | 103 | -3 | 5 | -2 | 13 | -8 | -4
O=C1CC(c2ccccc2)CC2=C1C(c1ccccn1)Nc1ccccc1N2 (stereo unspecified) | 1 | 0.9 | 90 | 2 | -2 | 18 | -7 | -3 | 2
Cc1nnc(N)nc1C | 1.2 | . | . | -4 | -9 | . | 3 | . | 3
c1ccc2oc(CCc3nc4ccccc4o3)nc2c1 | 1 | 1.1 | 115 | 5 | 29 | -4 | . | 3 | .
Cc1ccc(NS(=O)(=O)c2cccc(C(=O)n3ncc(C#N)c3N)c2)c(C)c1 | 1.4 | 1.2 | 92 | -1 | -4 | 0 | 8 | -4 | .
CCn1c(SCC(=O)Nc2ccc(S(N)(=O)=O)cc2)nnc1-c1cccc(OC)c1 | 0.9 | 1 | 106 | -2 | 13 | -6 | -5 | 16 | -3
COc1ccc(NC(=O)Nc2ccc3nccnc3c2)cc1 | 0.8 | 1.3 | 145 | 1 | -2 | 0 | 6 | 3 | .
CCOC(=O)c1cc(NC(=O)Nc2ccc(OC)c(OC)c2)c(C)nc1C | 1.3 | . | 115 | 2 | -8 | 9 | 1 | 6 | 0
N#Cc1nc(-c2cccs2)oc1NCc1ccccc1Cl | 0.9 | 1 | 101 | . | . | -6 | 5 | -9 | 18
O=c1c2ccccc2nc2n1C(CSc1ccc(Cl)cc1)CN2 (stereo unspecified) | 1.4 | . | . | 7 | 6 | . | 2 | . | -6
COc1cccc(-c2noc(-c3cccnc3)n2)c1 | 0.9 | 1.4 | 97 | 4 | 14 | -4 | 2 | -15[fluorescence artefact?] | -3
CCc1ccc(NC(=O)C2C3C=CC(C4CC34)C2C(=O)O)cc1 (stereo unspecified) | . | 1.4 | 102 | . | . | 5 | . | -6 | 0
Cc1cc(C)n2cc(CSc3nnnn3C)nc2n1 | 1 | 1.1 | 110 | -4 | -2 | 0 | -2 | 17 | 1
COCC(=O)Nc1ccc(S(=O)(=O)NCCc2ccccc2)cc1 | 1.1 | 1.2 | 112 | -2 | 18 | -28 | 13 | -37 | 2
Cc1cc(NC(=O)CCCSc2nc(-c3ccco3)cc(C(F)(F)F)n2)no1 | 0.4 | 1.1 | 132 | -7 | -10 | 9 | -10 | 5 | -1
CCc1nc(SCc2cccnc2)c2c(=O)n(C)c(=O)n(C)c2n1 | 1.1 | 1 | 97 | -2 | -56 | 0 | 5 | -4 | -2
CC(Oc1ccc(Cl)cc1Cl)C(=O)Nc1ccncc1 (stereo unspecified) | 1.6 | 1 | 91 | -4 | 57* | -2 | 14 | -8 | 6
CCCCCCC(=O)Nc1c(O)c2ccccc2[nH]c1=O | 1 | 1 | 120 | -1 | -6 | -2 | 0 | -4 | .
COc1ccc(C(=O)NCCCn2ccnc2)cc1 | 1 | 1.1 | 122[fluorescence artefact?] | 2 | 0 | 4 | -3 | -3 | -5
CCOC(=O)c1ccc(NC(=O)NS(=O)(=O)c2ccc(C)cc2)cc1 | 0.9 | 1.4 | 96 | 0 | -12 | -11 | 10 | -6 | -1
CC(=O)NC(CC(=O)Nc1ccc(S(=O)(=O)N2CCCCC2)cc1)c1ccccc1 (stereo unspecified) | 1.9 | . | . | 0 | -3 | . | -5 | . | 0

(more compounds)
SMILES | PLAP activator | MT1-MMP txn act | ERa SRC1 pot | CD11b adhes enh | CD11b adhes inh | ERa SRC1 inh | Ecoli WT expand | ERb SRC1 inh | FAK blocker
O=C(Nc1nc(N2C(=O)c3ccccc3C2=O)n(-c2ccccc2)n1)c1ccc(F)cc1 | 2.1* | 1.1 | 118 | 5 | -7 | -4 | -1 | 6 | 12
O=C(Nc1cc(S(=O)(=O)N2CCOCC2)ccc1O)c1ccco1 | 1.1 | 1 | 87 | . | . | -9 | -5 | -5 | -5
Cc1ccc2c(c1)c1ncnc(N3CCc4ccccc4C3)c1n2C | 1.3 | 2* | 145 | -1 | 8 | -32[fluorescence artefact?] | -15 | -16[fluorescence artefact?] | 6
O=S(c1ccsc1)c1ccsc1 | 1.1 | 0.9 | 106 | -5 | -13 | -9 | 10 | -4 | 2
CC(=O)c1ccc(NC2OC(C)C(O)C(O)C2O)cc1 (stereo unspecified) | 1 | 1.1 | 106 | . | . | -1 | 8 | 0 | -1
Cc1csc(NC(=O)CSc2nc(C)cs2)n1 | 1.7 | . | 79 | -3 | 0 | 12 | 15 | 10 | -1
Cn1c(C(=O)N2CCN(c3ccc(Cl)cc3)CC2)cc2c(=O)[nH]c3ccccc3c21 | 0.9 | 1.1 | 117 | 11 | 24 | 31[fluorescence artefact?] | 4 | 13[fluorescence artefact?] | -2
CCN(CC)C(=O)COc1ccc(S(=O)(=O)N2CCOCC2)cc1 | 1.1 | 1.1 | 104 | -1 | 11 | 3 | -8 | -4[fluorescence artefact?] | -4
COC(=O)C(NNc1ccccc1C)(NC(=O)c1ccc(F)cc1)C(F)(F)F (stereo unspecified) | 0.9 | . | . | -8 | -6 | . | 1 | . | 1
CCOC(=O)N1CCN(C(=O)c2cc(C)c3c(C)nn(-c4ccccc4)c3n2)CC1 | 1.4 | 1.3 | 99 | -3 | -9 | -4 | -14 | -3 | -3
CCN(CC(=O)NCCc1ccccc1)S(=O)(=O)c1ccc(Br)cc1 | 1 | . | . | 7 | -6 | . | 2 | . | 0
COc1ccc(S(=O)(=O)N2CCC(C(=O)NCc3ccccn3)CC2)cc1OC | 1.4 | 1 | 112[fluorescence artefact?] | -2 | -8 | 8[fluorescence artefact?] | -5 | 2[fluorescence artefact?] | -2
CC(=O)c1cc2c(=O)c3cc(C)ccc3oc2nc1C | 0.8 | 1.2 | 111 | 9 | -43 | 0 | -4 | 4 | 6
O=C(O)c1cc(S(=O)(=O)N2CCCCC2)ccc1F | 1 | 1 | 122 | . | . | 3[fluorescence artefact?] | 3 | 1[fluorescence artefact?] | -8
O=C(O)c1ccc(CSc2nc(-c3ccc(Cl)cc3)cc(C(F)(F)F)n2)cc1 | 1.2 | . | . | -6 | 28 | . | -8 | . | 4
O=C(CS(=O)(=O)Cc1ccccc1)Nc1nc2ccccc2s1 | 0.8 | 1 | 109 | 1 | -46 | -10 | -3 | -7 | 5
NC(=O)NCc1cccc(Cl)c1 | 1 | . | . | 0 | -10 | . | -10 | . | -1
Fc1ccc(Sc2nc(-c3ccccc3)nnc2C(F)(F)F)cc1 | 0.6 | . | . | 1 | 18 | . | 4 | . | -11
CCCn1c(N2CCN(CC(=O)NCc3cccs3)CC2)nc2ccccc21 | 1.2 | 1 | 134[fluorescence artefact?] | 2 | -16 | 2 | 8 | -5 | 2
O=C(Oc1c(Br)cc(C(=S)N2CCOCC2)cc1Br)c1ccc(Cl)cc1 | 0.9 | . | . | -11 | 16 | . | -18 | . | 5
CCCCn1c(SCc2nc3ccccc3s2)nc2cc(S(N)(=O)=O)ccc21 | 1.4 | 1.1 | 87 | -1 | 19 | 9 | -13 | -1 | 2
O=C1OC(c2ccccc2)=C/C1=C\N1CCOCC1 | 1 | 1.7 | 104[fluorescence artefact?] | -1 | -3 | -2[fluorescence artefact?] | 1 | 0[fluorescence artefact?] | -6
Cc1cc(C)c(C#N)c(SCc2ccc(C#N)cc2)n1 | 0.9 | 0.9 | 127[fluorescence artefact?] | 0 | 27 | 7[fluorescence artefact?] | -9 | 2[fluorescence artefact?] | -16
O=C(NC1CCCC1)C(c1ccccc1)N(Cc1ccc2c(c1)OCO2)C(=O)Cc1cccs1 (stereo unspecified) | . | 1.1 | 107 | . | . | -11 | . | -4 | -1
c1ccc(C2CC(c3ccccc3)n3ncnc3N2)cc1 (stereo unspecified) | 1.2 | 1.1 | 98 | -2 | -6 | 5 | 4 | 2 | -1

(list continues)
SMILES | PLAP activator | MT1-MMP txn act | ERa SRC1 pot | CD11b adhes enh | CD11b adhes inh | ERa SRC1 inh | Ecoli WT expand | ERb SRC1 inh | FAK blocker
CC(NC(=O)c1ccccc1)C(c1cccs1)N1CCOCC1 (stereo unspecified) | 0.9 | . | 114 | -1 | -9 | -1 | -14 | -3 | 4
COc1cccc(-n2nnc3c(=O)n(Cc4ccccc4Cl)cnc32)c1 | . | 1.2 | 110 | . | . | -20 | . | -27[fluorescence artefact?] | 0
O=C1C(=O)c2c(C(=O)c3ccccc3)coc2-c2ccccc21 | 0.9 | . | 86[fluorescence artefact?] | 0 | 59* | -4[fluorescence artefact?] | -9 | -5[fluorescence artefact?] | 32*
COc1ccc(CCNC(=O)CSc2nnc(-c3ccccc3)o2)cc1OC | 0.9 | 1 | 124[fluorescence artefact?] | -2 | -8 | -11 | . | -7[fluorescence artefact?] | .
O=C(CC1NC(=O)NC1=O)Nc1cccc2ccccc12 (stereo unspecified) | 1 | 1.1 | 126 | 2 | 10 | -151[fluorescence artefact?] | 1 | -2[fluorescence artefact?] | -1
CCCn1c(SCC(=O)c2ccc(OC)c(OC)c2)nc2c1c(=O)n(C)c(=O)n2C | . | 1 | 94 | . | . | 16 | . | 10 | -1
COc1ccc(CNC(=O)Cn2cc([N+](=O)[O-])nc2C)cc1 | 0.9 | . | . | -4 | -2 | . | 9 | . | 2
COc1nc(OC/C(N)=N/O)nc(N2CCOCC2)n1 | 1.1 | 1.2 | . | 3 | 6 | . | 6 | . | .
O=c1c2c(-c3cccs3)csc2[nH]c(=S)n1-c1ccccc1 | 1 | 1.2 | 61 | -4 | 4 | 8 | -15 | 16 | -24
CCOC(=O)N1CCC(c2cc(=O)n3[nH]c(-c4ccccc4)cc3n2)CC1 | 1.1 | 1 | 81[fluorescence artefact?] | 0 | -2 | 17[fluorescence artefact?] | -7 | -9 | .

Single records, from the list above. Order of screens: PLAP activator, MT1-MMP txn act, ERa SRC1 pot, CD11b adhes enh, CD11b adhes inh, ERa SRC1 inh, Ecoli WT expand, ERb SRC1 inh, FAK blocker
Record of `N#Cc1ccccc1NC(=O)CSc1nnc(-c2ccccc2O)n1-c1ccccc1` → 0.9, 1, 96[fluorescence artefact?], 2, 4, 5, -5, 5, 1
Record of `Cc1csc(NC(=O)CSc2nc(C)cs2)n1` → 1.7, ., 79, -3, 0, 12, 15, 10, -1
Record of `Cc1cc(C)n2cc(CSc3nnnn3C)nc2n1` → 1, 1.1, 110, -4, -2, 0, -2, 17, 1
Record of `Cc1cc(NC(=O)CCCSc2nc(-c3ccco3)cc(C(F)(F)F)n2)no1` → 0.4, 1.1, 132, -7, -10, 9, -10, 5, -1
Record of `NC(=O)NCc1cccc(Cl)c1` → 1, ., ., 0, -10, ., -10, ., -1
